Assay outcomes (PubChem)
Pf growth 96h = P. falciparum growth inhibition at 96 hour, primary screen for plastid delayed-death inhibitors. Potency, µM (series often up to 28.7 µM), for the others: at the top dose activity change, negative = inhibition, actives largely listed as inhibitors. P. falciparum luciferase reporter growth, 96 h. hit rate 6.9% among 320,000; note: potency is the fitted concentration of half-maximal effect; % is set by controls: 0 for no effect and ±100 for the full control effect
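Parasite growth measured via integrated firefly luciferase reporter in P. falciparum. Infected erythrocytes at 2% hematocrit, 0.05% parasitemia final were treated 96 hours at 37 C under 5% CO2, and luminescence was read.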
Shiga toxin inh = inhibitors of Shiga toxin in Vero cells; Vero cells, Shiga toxin protein synthesis inhibition reporter; inhibition, % at 38.7 µM; hit rate 9.2% among 290,000; AID 2315; in the data active = inhibition mostly above about 28%, no sharp cut-off; inactive = mostly below about 43%; note: 0% is about no effect
Cycloheximide cs = counter-screen for Shiga toxin inhibitors: cycloheximide protein synthesis inhibition. hit rate 12% among 300,000. cell reporter, cycloheximide protein synthesis inhibition counterscreen. max response, %; in the data active = max response mostly above about 13%, no sharp cut-off; inactive = mostly below about 14%; note: read at 38.3 µM for the half of the compounds with a filed dose; 0% is about no effect
Pf growth 48h = inhibits P. falciparum growth in the first generation, 48 h. P. falciparum luciferase growth in erythrocytes, 48 h. Potency, µM (doses to about 28.7 µM), for inactives: at the highest dose activity change, negative = inhibition, hits mostly inhibitors. hit rate 5.9% among 310,000. AID 504832; note: potency is the fitted concentration of half-maximal effect; % is set by controls: 0 for no effect and ±100 for the full control effect
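Erythrocytes infected with P. falciparum carrying an integrated firefly luciferase reporter (2% hematocrit, 0.1% parasitemia final) were exposed to compounds in RPMI 1640 with 0.5% Albumax at 37 C, 5% CO2. Growth inhibition was scored as reduced luminescence.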
Giardia FBPA inh = inhibitors of Giardia lamblia fructose-1,6-bisphosphate aldolase | A8B2U2 | purified Giardia FBPA | Potency, µM (doses to about 59.6 µM), for the others: top-dose activity, negative = inhibition, hits mostly inhibitors | hit rate 0.71% among 290,000 | AID 2451; note: potency is the fitted concentration of half-maximal effect; % is set by controls: 0 for no effect and ±100 for the full control effect; nearly all actives have a fitted effect of over 55% in size
Target sequence (A8B2U2 whole entry, looked up): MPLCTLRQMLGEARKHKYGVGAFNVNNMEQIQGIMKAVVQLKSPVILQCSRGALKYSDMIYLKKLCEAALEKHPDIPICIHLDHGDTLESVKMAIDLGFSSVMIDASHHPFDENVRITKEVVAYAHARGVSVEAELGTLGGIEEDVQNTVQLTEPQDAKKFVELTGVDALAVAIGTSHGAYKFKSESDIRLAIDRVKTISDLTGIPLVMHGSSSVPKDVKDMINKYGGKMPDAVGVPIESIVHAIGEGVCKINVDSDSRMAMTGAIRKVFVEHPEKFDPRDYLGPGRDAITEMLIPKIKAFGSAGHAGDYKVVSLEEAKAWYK
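Giardia FBPA (40 nM reagent) was preincubated 10 min at RT with compound (up to 57.5 uM final), then substrate plus GAPDH/TPI/NAD/arsenate coupling system with diaphorase/resazurin was added; resorufin fluorescence (525/598 nm) was read after 20 min.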
HCV inh = blocks hepatitis C virus; Huh7.5.1 HCVcc-Cre infection, luciferase reporter, 44 h; Potency, µM (highest dose often 41.8 µM), inactives show at the highest dose activity change, negative = inhibition, most hits filed as inhibitors; hit rate 3.4% among 340,000; note: potency is the fitted concentration of half-maximal effect; % is set by controls: 0 for no effect and ±100 for the full control effect
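HCVcc-Cre virus at an moi near 0.5 was added right after compound to cells cultured 4 h from seeding (1,000 cells/well). Luciferase activity was determined 44 h later, 15 min after substrate addition at RT.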
* hit, by the source's call; u = inconclusive; x = no result given; [ ] = dose if it differs, or a comment. Unless noted, calls come from the whole dose curve; as a rule, active = well fitted curve in the direction sought with a large enough effect; inconclusive = small, poorly fitted or top-dose-only effect, or another doubt; inactive = no such curve, though single readings can be large; an effect the other way counts as inactive or inconclusive.

SMILES	Pf growth 96h	Shiga toxin inh	Cycloheximide cs	Pf growth 48h	Giardia FBPA inh	HCV inh
CC1OC(OC2C(CO)OC(OC3C(CO)OC(O)C(O)C3O)C(O)C2O)C(O)C(O)C1N[C@@H]1C=C(CO)[C@@H](O)C(O)[C@H]1O (stereo partly drawn)	59%[activator]	-4	-3	1%	25%	0%
CC1(C)C=Cc2c(ccc3c2OC[C@H](c2ccc(O)cc2O)C3)O1	-8%	x	x	24%	x	u
Cc1cccc(C)c1Nc1nnc(SCC(=O)NC2CCS(=O)(=O)C2)s1 (stereo not drawn)	-12%	-6	3	0%	-1%	12%
Cc1c(NC(=O)Nc2ccccc2C(F)(F)F)c(=O)n(-c2ccccc2)n1C	2%	13	-6	32%	5%	0%
Cc1cc(NC(=O)CSc2nc(N)c(NC(=O)c3ccco3)c(=O)[nH]2)no1	-27%	9	-1	35%[activator]	u	18%
Cc1nc(-c2ccc(F)cc2)c(CC(=O)Nc2ccc(C)c(S(=O)(=O)N3CCOCC3)c2)s1	9.3µM*	-8	2	8.3µM*	x	7.9µM*
CCCOc1ccc(N2C(=O)CC(N(CCc3ccc(OC)c(OC)c3)C(=S)Nc3ccccc3)C2=O)cc1 (stereo not drawn)	u	16	13	2.1µM*	-9%	-19%
CC1(C(=O)NC2CCCC2)CCC(=O)N1Cc1ccc2c(c1)OCO2 (stereo not drawn)	-5%	-8	-2	-2%	-1%	24%
CSc1cccc(NC(=O)CNC(=O)c2ccc3c(c2)OCO3)c1	41%[activator]	x	x	3%	x	1%
CCCCCCn1c(N)c(C(=O)NCCN2CCOCC2)c2nc3ccccc3nc21	u	-4	-3	9.3µM*	-12%	u
Cc1cc2c(nn1)CCc1c-2no[n+]1[O-]	8%	-16	-2	3%	-1%	-10%
CC1CC1c1ccc(/C=C(\C#N)C(=O)Nc2cc(Cl)ccc2Cl)o1 (stereo not drawn)	u	-3	4	5%	-3%	u
Cc1cc(C(=O)NNC(=O)CN2C(=O)NC3(CCCCC3)C2=O)c(C)o1	-4%	x	x	-12%	x	15%
Cc1cccc(C)c1OC(=O)Cc1ccccc1[N+](=O)[O-]	9%	-9	-8	6%	10%	-14%
O=C(CC(=O)N/N=C/c1c(Cl)cccc1Cl)NCc1cccnc1	u	-34	1	10%	x	9%
O=C(Nc1ccncc1Cl)c1ccncc1	0%	-9	-4	13%	x	0%
CCC(C)OC1OC(CO)C(O)C(O)C1NC(C)=O (stereo not drawn)	19%	-12	-1	0%	8%	0%
CCc1nc2scc(-c3ccccc3)c2c(=O)n1N	-5%	2	-3	-1%	4%	0%
CCS(=O)(=O)N1CCC(N2CCN(c3ccccc3)CC2)CC1	u	-4	-3	u	6%	-10%
CCOc1ccc(N2CC(C(=O)Nc3ccncc3)CC2=O)cc1 (stereo not drawn)	10%	-15	4	12%	4%	8%
O=C(NCc1ccccc1)c1cnc(-c2ccccn2)nc1C(F)(F)F	x	12	2	-1%	8%	0%
CS(=O)(=O)c1ccc(NC(=O)CN2C(=O)C3CCCCC3C2=O)cc1 (stereo not drawn)	24%	-5	0	7%	x	3%
CCCS(=O)(=O)N1CCCC(C(=O)NCCCOC(C)C)C1 (stereo not drawn)	-15%	-15	-4	80%[activator]	3%	9%
CCOc1ccc(C2=Nn3c(nnc3-c3ccc(OC)cc3)SC2)cc1	u	1	-4	15µM*	4%	u
O=C(N[C@@H](Cc1ccccc1)C(=O)O)c1cccnc1	2.9µM*	-5	-9	x	-5%	-9%
COC(=O)CN(c1cccc(C(C)=O)c1)S(C)(=O)=O	-11%	-16	-2	10%	4%	10%
CC1(C)C2CCC1(CS(=O)(=O)N1CCN(c3ccc(F)cc3)CC1)C(=O)C2 (stereo not drawn)	-52%	-3	-3	-17%	0%	-1%
Nc1nc2ccc(C(=O)NC3CCCCC3)cc2s1	u	24	-4	25%	-1%	-4%
Cc1cccnc1NC(=O)CSc1nnc(COc2ccc(C(C)C)cc2)n1C	u	-10	-9	48%[activator]	3%	4%
COc1cccc(Nc2cc(N3CCOCC3)c3nonc3c2[N+](=O)[O-])c1	18%	-1	-1	-4%	-25%	20%
CN1C(=O)c2oc3ccccc3c(=O)c2C1c1ccccn1 (stereo not drawn)	-11%	-3	0	-12%	-20%	8%
C/C(Cc1ccccc1)=N\NC(=O)CCCCCC(=O)N/N=C(\C)Cc1ccccc1	51%[activator]	12	-2	12%	0%	10%
O=C(NC(=S)Nc1ccccc1[N+](=O)[O-])c1ccccc1Cl	19%	125*	48*	-29%	u	-10%
O=C(CCCOc1ccccc1)Nc1nc2ccccc2[nH]1	223%[activator]	68*	34*	278%[activator]	0%	-7%
COc1ccccc1NC(=O)CSC1=NCCN1	14%	-5	1	19%	-7%	u
C=CCNc1nc(-c2ccc(Cl)cc2)cs1	x	130*	64*	80%[activator]	x	u
CNc1nc(N)c(C(=O)C(C)(C)C)s1	29%	2	9	12%	-7%	12%
O=C(O)c1ccccc1CSc1nc2ccccc2o1	213%[activator]	67*	35*	70%[activator]	11%	10%
FC(F)C(F)(F)c1cc(-c2ccc(Cl)cc2)n[nH]1	67%[activator]	46*	31*	0%	-18%	u
CC(=O)c1cccc(NC(=O)COC(=O)c2ccccc2C)c1	89%[activator]	110*	62*	64%[activator]	1%	-11%
Cc1ccc(C(=O)c2cncc(Br)c2)cc1	-21%	41	22*	7%	4%	-8%
CCSc1nc2sccc2c(=O)n1-c1ccccc1	-3%	-2	2	7%	2%	-22%
CCc1ccccc1NC(=O)c1sc2nc(C)cc(C)c2c1N	30%[activator]	50	12	0%	7%	u
COC(=O)C1=C(C)OC(N)=C(C#N)C1c1c(C)nn(C)c1C (stereo not drawn)	u	-15	-3	29%	-18%	15%
CC(C)Oc1ccc(C(CC(=O)O)NC(=O)c2cccs2)cc1 (stereo not drawn)	x	-19	-2	-6%	2%	20%
COc1ccc(CC(=O)OCn2nnc3ccccc3c2=O)cc1OC	22%	-17	1	11%	-4%	15%
O=C(NCC1COCCO1)C1CCN(S(=O)(=O)c2ccccc2)CC1 (stereo not drawn)	10%	1	1	14%	-2%	-2%
Cc1cccc(C2c3[nH]c4ccccc4c3CCN2C(=O)c2cn(C)c3ccccc3c2=O)n1 (stereo not drawn)	u	-4	-2	u	-8%	-13%
COc1ccc(NC(=O)c2ccco2)cc1NC(=O)c1ccc(C)cc1	2%	-17	3	-6%	3%	u
CCC(CC)C1C(C#N)=C(N)Oc2n[nH]c(-c3ccccc3)c21 (stereo not drawn)	x	-26	-7	-17%	-7%	u
O=C(NCC1CCCO1)c1cc2ccccc2[nH]1 (stereo not drawn)	u	121*	15*	15%	-2%	-5%
COc1ccc(Br)cc1S(=O)(=O)Nc1ccc(Cl)cn1	-2%	-12	-2	u	-20%	-6%
CCOC(=O)COc1cc2c(C(=O)OCC)c(C)oc2cc1Br	20%	-10	-4	-3%	-10%	u
CC1CCCC(C)N1C(=O)COC(=O)CSc1ccc(C(N)=O)cc1[N+](=O)[O-] (stereo not drawn)	14%	x	x	0%	x	3%[8.37 µM]
O=C(NCc1ccco1)C(=O)NCC1OCCN1S(=O)(=O)c1ccc(Br)cc1 (stereo not drawn)	-2%	7	6	u	-6%	25%
CCOC(=O)N1CCN(CC(=O)Nc2ccc(F)c(F)c2)CC1	17%	-5	-2	16%	8%	2%
CCC(NC(=O)CCc1ccccc1)c1ccccc1 (stereo not drawn)	u	-12	-8	1%	-2%	19%
COc1cccc(C(=O)Nc2ccccc2C(=O)NCC2CCCO2)c1 (stereo not drawn)	u	-3	1	19%	10%	-18%
O=C(Nc1cc(S(=O)(=O)N2CCOCC2)ccc1N1CCOCC1)c1cccc(S(=O)(=O)N2CCCCC2)c1	u	-1	-3	u	-4%	14%
Cc1ccc(-c2nc3ccccc3s2)cc1NC(=S)NC(=O)/C=C/c1ccco1	165%[activator]	63*	29*	130%[activator]	6%	u

Some of these compounds in order of SMILES length, largest number first.
SMILES	Pf growth 96h	Shiga toxin inh	Cycloheximide cs	Pf growth 48h	Giardia FBPA inh	HCV inh
O=C(Nc1cc(S(=O)(=O)N2CCOCC2)ccc1N1CCOCC1)c1cccc(S(=O)(=O)N2CCCCC2)c1	u	-1	-3	u	-4%	14%
Cc1cccc(C2c3[nH]c4ccccc4c3CCN2C(=O)c2cn(C)c3ccccc3c2=O)n1 (stereo not drawn)	u	-4	-2	u	-8%	-13%
CC1CCCC(C)N1C(=O)COC(=O)CSc1ccc(C(N)=O)cc1[N+](=O)[O-] (stereo not drawn)	14%	x	x	0%	x	3%[8.37 µM]
Cc1ccc(-c2nc3ccccc3s2)cc1NC(=S)NC(=O)/C=C/c1ccco1	165%[activator]	63*	29*	130%[activator]	6%	u
CCC(CC)C1C(C#N)=C(N)Oc2n[nH]c(-c3ccccc3)c21 (stereo not drawn)	x	-26	-7	-17%	-7%	u
COC(=O)C1=C(C)OC(N)=C(C#N)C1c1c(C)nn(C)c1C (stereo not drawn)	u	-15	-3	29%	-18%	15%
COc1cccc(C(=O)Nc2ccccc2C(=O)NCC2CCCO2)c1 (stereo not drawn)	u	-3	1	19%	10%	-18%
CC(C)Oc1ccc(C(CC(=O)O)NC(=O)c2cccs2)cc1 (stereo not drawn)	x	-19	-2	-6%	2%	20%
COc1ccc(CC(=O)OCn2nnc3ccccc3c2=O)cc1OC	22%	-17	1	11%	-4%	15%
COc1ccc(Br)cc1S(=O)(=O)Nc1ccc(Cl)cn1	-2%	-12	-2	u	-20%	-6%
O=C(NCC1CCCO1)c1cc2ccccc2[nH]1 (stereo not drawn)	u	121*	15*	15%	-2%	-5%
CCC(NC(=O)CCc1ccccc1)c1ccccc1 (stereo not drawn)	u	-12	-8	1%	-2%	19%

(more compounds)
SMILES	Pf growth 96h	Shiga toxin inh	Cycloheximide cs	Pf growth 48h	Giardia FBPA inh	HCV inh
Cc1ccc(NC(=S)N2CCn3cccc3C2c2cccnc2)cc1 (stereo not drawn)	u	-7	1	-4%	3%	4%
CCOC(=O)c1[nH]c2ccccc2c1NC(=S)Nc1ccccc1C	75%[activator]	14	11	120%[activator]	2%	-17%
Cn1nc(C(=O)NCc2ccccc2)cc1C(=O)NCc1ccccc1	u	20	-3	0%	14%	5%
COc1cccc(-n2c(SCC(=O)NC(C)(C)C)nnc2-c2ccoc2C)c1	31%[activator]	2	-2	u	1%	0%
O=C(CSc1nc2ccccc2o1)Nc1nc2ccccc2s1	x	49*	43*	42%[activator]	2%	-2%
CCCCN(CC)C(=O)Cc1ccccc1OC	23%	-7	-4	-2%	2%	9%
O=C(NCC1CCCO1)/C(=C/c1ccc(Cl)cc1)NC(=O)c1ccccc1 (stereo not drawn)	-28%	-2	-2	28%	4%	11%
CCCCCCCc1nn2c(=O)cc(O)nc2s1	u	-3	5	13%	20%	42%[activator]
O=c1oc2ccccc2c(N2CCCCC2)c1CN1CCCC1	u	-1	1	u	2%	u
O=C(NCc1cccnc1)Nc1ccccc1	-18%	5	5	18%	2%	5%
CC(C)(C)OC(=O)NCc1ccc(CNC(=O)c2[nH]cnc2C(=O)N[C@@H](Cc2ccccc2)C(=O)OC(C)(C)C)cc1	u	-6	-1	10µM*	7%	u
Cc1ccc2nc(NC(=O)c3ccc(N4C(=O)CCC4=O)cc3)sc2c1	u	51*	31*	83%[activator]	17%	-18%
